Screening results (PubChem BioAssay)
NFkB transloc pot: enhancers of NFkB p65 translocation in HUVEC – imaging, IL-1B stimulus, high-content imaging, primary screen. activation, % at 2 µM. HUVEC IL-1B NFkB p65 nuclear translocation imaging. hit rate 0.3% among 94,000;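 active = activation above 40%, about the mean plus 3 SD, also judged a hit on visual image review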;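 also: percent activation is computed from the nuclear over cytoplasmic p65 intensity ratio; values of inactives mirror those of a sister screen read the other way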
NFkB transloc inh: inhibitors of IL-1B driven NFkB p65 nuclear import, primary screen, imaging, HUVEC, IL-1B stimulus, high-content imaging; HUVEC IL-1B NFkB p65 nuclear translocation imaging; inhibition, % at 2 µM; hit rate 0.43% among 94,000;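 active = inhibition above about 30% together with a positive call from visual inspection of the well image, limit read from the data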;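 also: nuclear over cytoplasmic p65 intensity ratio measured by imaging; 0% = IL-1B stimulated DMSO wells and 100% = unstimulated DMSO wells; values of inactives mirror those of a sister screen read the other way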
PLAP inhibitors HTS: PLAP enzyme inhibitors, biochemical, luminescence, HTS (AID 690). Alkaline phosphatase, placental type (Homo sapiens). purified PLAP, luminescent substrate; higher % means a stronger effect. inhibition, % at 20 µM; hits with a dose series show IC50 in µM. hit rate 0.08% among 96,000; in the data active = a potency from the dose series; inactive = the rest, 99 in 100 with inhibition below about 30%; also: strong numbers were not always called active
Bcl-B displacement: displacers of TR3 peptide from Bcl-B, primary screen, selectivity assay for Bfl-1 inhibitor project, biochemical, fluorescence polarization | Bcl-2-like protein 10 (Homo sapiens) | FP displacement of FITC-TR3 peptide from Bcl-B; higher % means a stronger effect | displacement, % at 20 µM; hits with a dose series show IC50 in µM | hit rate 0.11% among 96,000;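 active = displacement above 50% at 20 µM plus a fluorescence interference ratio under 1.5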;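 also: plate controls were wells without compound for no effect and wells lacking Bcl-B protein for full effect; a part of the inactive calls stands beside numbers as strong as those of hits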
MRP reversal: reversal of MRP1-mediated doxorubicin resistance, primary screen, H69AR cells, doxorubicin co-treatment. hit rate 0.04% among 85,000. differential viability (reversal), % at 10 µM. H69AR cells + 2 uM doxorubicin, CellTiter-Glo, 72 h. AID 602, 2007;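 active = viability drop by adding the cancer drug above about 55%, with treated viability meeting a 40% cutoff, limit read from the data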;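 also: viability without doxorubicin minus viability with 2 µM doxorubicin for each compound; larger differential means the compound sensitizes cells more to doxorubicin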
MRP reversal cytotoxicity: recorded beside MRP reversal, whose call it bears; viability, %; H69AR cells, CellTiter-Glo, 72 h; measured here: cytotoxicity without doxorubicin
MRP reversal with doxorubicin: second read-out of MRP reversal, no call of its own (marks repeat the call); viability, %; measured here: viability with 2 uM doxorubicin; active compounds read low
NFkB transloc inh cell count 2 µM: recorded beside NFkB transloc inh, whose call it bears; cell count; measured here: cells passing quality filter;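 raw number of nuclei counted in each imaged well without normalization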
NFkB transloc pot cell count 2 µM: recorded beside NFkB transloc pot, whose call it bears; cell count; measured here: cells passing quality filter
* hit, by the source's call; x = not tested or not shown.

#1 Cc1cc(=O)[nH]c2n[nH]c(-c3ccccc3)c12
#2 CCN=C1SC(C(=O)Nc2cccc(OCC)c2)CC(=O)N1CC (stereo not given)
#3 CCOc1ccc(-c2nnn(CC(=O)N3CCN(c4ccc(F)cc4)CC3)n2)cc1OCC
#4 CCC(=O)NC(=S)Nc1cccc(NC(=O)c2ccccc2Cl)c1
#5 CCOCC(=O)Nc1nnc(COCC)s1
#6 CC(C)OC(=O)CSc1nnc(CNc2cccc(Cl)c2)n1C
#7 Cc1ccc(/C=C/c2nnc(-c3ccccc3)o2)cc1
#8 COc1ccc(-c2nc3scc(-c4ccc(OC)c(OC)c4)c3c(=O)o2)cc1

entry no.	1	2	3	4	5	6	7	8
NFkB transloc pot	11	19	-8	6	-1	2	x	12
NFkB transloc inh	-11	-19	8	-6	1	-2	x	-12
MRP reversal	6	0	x	x	4	3	x	x
PLAP inhibitors HTS	-14%	-14%	11%	4%	16%	x	-11%	-22%
MRP reversal with doxorubicin	77	98	x	x	86	94	x	x
NFkB transloc pot cell count 2 µM	109	160	110	183	120	162	x	123
MRP reversal cytotoxicity	84	98	x	x	90	97	x	x
NFkB transloc inh cell count 2 µM	109	160	110	183	120	162	x	123
Bcl-B displacement	-4%	-8%	-2%	7%	-1%	x	-11%	0%

In the list so far, 3 contain a carbonyl joined to an NH by a bond outside any ring:
#2 CCN=C1SC(C(=O)Nc2cccc(OCC)c2)CC(=O)N1CC (stereo not given)
#4 CCC(=O)NC(=S)Nc1cccc(NC(=O)c2ccccc2Cl)c1
#5 CCOCC(=O)Nc1nnc(COCC)s1

entry no.	2	4	5
NFkB transloc pot	19	6	-1
NFkB transloc inh	-19	-6	1
MRP reversal	0	x	4
PLAP inhibitors HTS	-14%	4%	16%
MRP reversal with doxorubicin	98	x	86
NFkB transloc pot cell count 2 µM	160	183	120
MRP reversal cytotoxicity	98	x	90
NFkB transloc inh cell count 2 µM	160	183	120
Bcl-B displacement	-8%	7%	-1%

More entries
#9 O=C1c2ccccc2C(=O)N1CC(=O)N1c2ccccc2CCc2ccccc21
#10 CCCC(=O)Nc1ccc(C(=O)n2nnc3ccccc32)cc1
#11 CCOc1ccc(C2=Nn3c(nnc3-c3cccnc3)SC2)cc1
#12 O=C(Nc1cccc2cccnc12)c1ccc2c(c1)OCCO2
#13 c1ccc2c(-c3nnc(SCc4cn5ccccc5n4)o3)c[nH]c2c1
#14 CCOc1ccc(S(=O)(=O)N2CCC(C(N)=O)CC2)c2ccccc12
#15 CCc1nnc(NC(=O)CSc2nnc(COc3ccccc3C)o2)s1
#16 Cn1c(-c2ccc(F)cc2)cnc1SCC(=O)NCc1ccco1

entry no.	9	10	11	12	13	14	15	16
NFkB transloc pot	-4	7	x	-4	13	9	-2	-6
NFkB transloc inh	4	-8	x	4	-13	-9	2	6
MRP reversal	x	-6	-7	6	-20	11	14	33
PLAP inhibitors HTS	14%	-1%	10%	10%	10%	-14%	-15%	-6%
MRP reversal with doxorubicin	x	92	89	73	83	67	83	66
NFkB transloc pot cell count 2 µM	126	141	x	74	156	86	91	218
MRP reversal cytotoxicity	x	86	81	80	63	78	96	98
NFkB transloc inh cell count 2 µM	126	141	x	74	156	86	91	218
Bcl-B displacement	-7%	-2%	-1%	10%	15%	-10%	-4%	-10%

#17 CC1CCCN(C(=O)C2CCCN(S(=O)(=O)c3cccc4nsnc34)C2)C1 (stereo not given)
#18 c1csc(Cc2nn3c(-c4ccncc4)nnc3s2)c1
#19 O=C(Nc1ccc(N2CCN(C(=O)c3ccccc3)CC2)c(Cl)c1)c1ccco1
#20 O=c1c2sc3nc(N4CCOCC4)c4c(c3c2ncn1CCc1ccccc1)CCCC4
#21 Cc1ccc2nc(NC(=O)COC(=O)CSc3nc(C)cc(C)n3)sc2c1
#22 Cc1ccc2[nH]c(=O)c(CN(Cc3ccco3)C(=O)c3ccncc3)cc2c1
#23 CC(C)(C)C(=O)OCCn1c(=O)c2cc3c(=O)n(CCOC(=O)C(C)(C)C)c(=O)c3cc2c1=O
#24 CCCc1nnc(NC(=O)Cn2c(=O)sc3ccccc32)s1

entry no.	17	18	19	20	21	22	23	24
NFkB transloc pot	-2	x	10	4	-3	x	10	x
NFkB transloc inh	2	x	-10	-4	3	x	-10	x
MRP reversal	13	-45	-10	x	x	-35	-5	-11
PLAP inhibitors HTS	-13%	6%	-13%	-14%	-20%	-5%	8%	2%
MRP reversal with doxorubicin	87	100	83	x	x	58	102	95
NFkB transloc pot cell count 2 µM	163	x	179	154	136	x	107	x
MRP reversal cytotoxicity	100	55	73	x	x	23	96	85
NFkB transloc inh cell count 2 µM	163	x	179	154	136	x	107	x
Bcl-B displacement	2%	9%	-1%	-2%	-8%	6%	-2%	-6%

Next part (3 carried over from the part before).
#22 Cc1ccc2[nH]c(=O)c(CN(Cc3ccco3)C(=O)c3ccncc3)cc2c1
#23 CC(C)(C)C(=O)OCCn1c(=O)c2cc3c(=O)n(CCOC(=O)C(C)(C)C)c(=O)c3cc2c1=O
#24 CCCc1nnc(NC(=O)Cn2c(=O)sc3ccccc32)s1
#25 CC1CC(CC(C)C(=O)Nc2nncs2)C(=O)O1 (stereo not given)
#26 CCn1c(NN)nc2sc3c(c2c1=O)CCC3
#27 COc1ccc(Cl)c(Cn2c(NCC(C)O)nc3c2c(=O)n(C)c(=O)n3C)c1 (stereo not given)
#28 COc1cc(-n2c(=O)c3ccccc3n(Cc3cccnc3)c2=O)cc(OC)c1OC
#29 COC(=O)c1ccc(N2CCN(S(=O)(=O)c3ccc(Br)cc3)CC2)c([N+](=O)[O-])c1
#30 O=C(CN(C(=O)CCNC(=O)c1ccco1)c1ccccc1)NC1CCCC1
#31 O=C(CSc1ncn(-c2ccccc2)n1)Nc1nccs1
#32 Cc1ccc(N=C2N=C(N)c3ccccc32)c(C)c1
#33 Cc1cccc(-c2nsc(SCC(=O)Nc3cc(C)on3)n2)c1

entry no.	22	23	24	25	26	27	28	29	30	31	32	33
NFkB transloc pot	x	10	x	3	3	-8	-10	x	1	4	-8	-1
NFkB transloc inh	x	-10	x	-3	-3	8	10	x	-1	-4	8	1
MRP reversal	-35	-5	-11	6	-28	-9	1	x	-5	-1	x	17
PLAP inhibitors HTS	-5%	8%	2%	-18%	-50%	-8%	x	-16%	-9%	7%	-39%	8%
MRP reversal with doxorubicin	58	102	95	99	93	76	96	x	94	100	x	61
NFkB transloc pot cell count 2 µM	x	107	x	142	122	149	168	x	147	192	132	140
MRP reversal cytotoxicity	23	96	85	104	66	67	97	x	89	99	x	78
NFkB transloc inh cell count 2 µM	x	107	x	142	122	149	168	x	147	192	132	140
Bcl-B displacement	6%	-2%	-6%	8%	-124%	-1%	x	0%	-3%	-2%	22%	-16%

An excerpt (hit frequency here may not be typical).
